# KKLEB cytotox = CF airway cell cytotoxicity counter-screen; KKLEB CF airway cells viability, ATPlite luminescence, overnight; active compounds read low; cells stimulated with P. aeruginosa culture filtrate; activity change (cytotoxicity), % at 5 µM; 360,000 compounds, 0.36% hits; AID 602141;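 active = corrected activity change at or below -50% at 5 µM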
# CF NFkB block = cystic fibrosis NF-kB activation inhibition; 360,000 compounds, 0.86% hits; KKLEB NF-kB-GFP reporter, PAF-induced, GFP fluorescence overnight; inhibition, % at 5 µM;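 active = at least 50% inhibition at 5 µM, scaled per plate between neutral and stimulator controls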;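 also: PAF is a Pseudomonas aeruginosa culture filtrate used as stimulus; plate controls were PAF-stimulated DMSO wells for no effect and unstimulated DMSO wells for full effect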
# NR2E3 ag-1 = activates human photoreceptor nuclear receptor NR2E3 | AID 2300 | inhibition of corepressor binding, % at 4.78 µM | 320,000 compounds, 0.12% hits | GST-NR2E3/biotin-RetCOR TR-FRET, 1536-well | Q9Y5X4;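 active = percent inhibition above the cutoff of mean plus 3 SD of all tested compounds, set per screening campaign, cut at about 20% in these data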;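 also: 0% = DMSO wells and 100% = biotin wells as full block of FRET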
# Target sequence (Q9Y5X4 whole entry, looked up): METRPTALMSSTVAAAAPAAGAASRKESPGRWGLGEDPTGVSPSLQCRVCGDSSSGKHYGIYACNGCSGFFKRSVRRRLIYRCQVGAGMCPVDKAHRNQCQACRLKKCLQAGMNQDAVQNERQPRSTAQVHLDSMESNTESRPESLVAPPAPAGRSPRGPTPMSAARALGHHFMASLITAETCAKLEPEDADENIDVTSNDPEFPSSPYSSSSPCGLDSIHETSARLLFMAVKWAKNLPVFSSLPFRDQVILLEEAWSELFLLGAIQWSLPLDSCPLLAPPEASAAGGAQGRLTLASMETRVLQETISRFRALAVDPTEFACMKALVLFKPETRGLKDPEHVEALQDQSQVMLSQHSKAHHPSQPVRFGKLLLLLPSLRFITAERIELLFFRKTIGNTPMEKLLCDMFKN
#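 System: GST-NR2E3 and biotin-RetCOR proteins; probe or stimulus: 7 nM biotin-RetCOR; doses: compound at 4.8 µM, single dose; schedule: Compound–protein incubation for 5 h at 4 °C; detection: time-resolved FRET; read-out: percent inhibition; controls: biotin wells as high control, 0.6% DMSO wells as low control; format: 1536-well plates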
# Shn3 inh set2 = Schnurri-3 reporter inhibition in Clone20 osteoblasts; Clone20 osteoblast Shn3 3'UTR firefly luciferase, 24 h; inhibition, % at 12.5 µM; 360,000 compounds, 0.52% hits;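 active = mean inhibition of at least 75% with every replicate also reaching 75%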;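 also: 0% = median of neutral control wells and 100% = pilot-screen positive control compound; some compounds past the cut are filed as inactive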
# CaV13 FRET inh = Disruptors of the CACNA1D IQ motif to Ca2+-dependent inactivation inhibitor domain association, primary screening, Förster resonance energy transfer in intact living …; HEK cells, CFP/YFP FRET ICDI-IQ, plate reader, 10 min; percent FRET-ratio fall versus neutral wells; inhibition, % at 12.3 µM; 340,000 compounds, 0.098% hits; AID 743397;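 active = mean replicate inhibition of at least 30% and at least 1% of replicates passing that level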;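 also: 0% = median of the neutral control wells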
# Vif inh = HIV Vif inhibition; HEK293T cells, Vif self-association by quenched fluorescence, imaging, 24 h; inhibition, % at 7.49 µM; 340,000 compounds, 0.35% hits; in the data active = inhibition above about 50%, passing the limit was not always enough; also: some results filed as inactive read as strong as hits
# NR2E3 ag-2 = activates human NR2E3 receptor; Q9Y5X4; CHO-S Gal4-NCOR/VP16-NR2E3 two-hybrid, luciferase; inhibition of corepressor binding, % at 3.98 µM; 360,000 compounds, 0.35% hits; AID 602229;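 active = inhibition above the mean of all tested compounds plus 3 SD, cut at about 70% in these data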;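 also: 0% = DMSO with NR2E3 transfected cells and 100% = cells lacking NR2E3 construct; higher means lower luciferase signal from less NR2E3 corepressor binding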
# HIF-2a block = inhibitors of HIF-2a. 786-0 RCC cells HIF-2a reporter, luciferase luminescence, overnight. 360,000 compounds, 0.72% hits. inhibition, % at 18.8 µM;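 active = inhibition of the luminescence signal of 40% or more relative to plate controls, in a single-dose primary screen at 18.75 µM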
# PDI inh = blocks human protein disulfide isomerase activity | P07237 | PDI insulin aggregation turbidity, A650, 90 min | inhibition, % at 10 µM | 350,000 compounds, 0.052% hits | AID 588391;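 active = mean inhibition across replicates of 30% or more, whatever share of single replicates reach that level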;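 also: absorbance from insulin aggregation driven by PDI reduction with DTT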
# Target sequence (P07237 whole entry, looked up): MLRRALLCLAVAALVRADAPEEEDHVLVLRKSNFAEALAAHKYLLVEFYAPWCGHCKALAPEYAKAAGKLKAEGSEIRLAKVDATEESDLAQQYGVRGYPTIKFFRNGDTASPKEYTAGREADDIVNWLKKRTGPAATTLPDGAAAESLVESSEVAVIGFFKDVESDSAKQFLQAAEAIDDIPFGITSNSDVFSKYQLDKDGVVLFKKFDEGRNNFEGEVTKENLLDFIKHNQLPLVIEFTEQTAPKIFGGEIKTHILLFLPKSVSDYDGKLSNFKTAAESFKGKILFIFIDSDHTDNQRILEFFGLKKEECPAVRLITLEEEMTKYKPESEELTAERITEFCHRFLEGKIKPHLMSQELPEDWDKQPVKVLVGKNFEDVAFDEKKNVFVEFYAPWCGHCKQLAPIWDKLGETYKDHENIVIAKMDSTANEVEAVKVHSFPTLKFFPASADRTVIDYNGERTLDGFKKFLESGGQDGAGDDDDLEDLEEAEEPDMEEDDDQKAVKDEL
# Peg3 promoter = Peg3 promoter activity inhibition; HeLa PEG-Prom luciferase reporter, luminescence, overnight; inhibition, % at 20 µM; 360,000 compounds, 1.7% hits; AID 588405;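 active = inhibition of at least 50% at 20 µM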
# MITF TRPM1 inh = reduces MITF-dependent TRPM1 promoter luciferase signal; SK-MEL-5 TRPM1 promoter luciferase, 24 h; inhibition, % at 12.5 µM; 330,000 compounds, 0.83% hits; AID 488899;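 active = mean inhibition across replicates of 60% or more, whatever share of single replicates reaches that level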; also: values of inactives mirror those of a sister screen read the other way
# Numbers without * were called inactive; / = no result given; + = active, no number.
SMILES,KKLEB cytotox,CF NFkB block,NR2E3 ag-1,Shn3 inh set2,CaV13 FRET inh,Vif inh,NR2E3 ag-2,HIF-2a block,PDI inh,Peg3 promoter,MITF TRPM1 inh
CC1(C(=O)NCc2ccccc2Br)CCN1Cc1ccc(-c2ccccc2)o1 (stereo unspecified),-4,22,/,20,-15,-10,-15,8,0,10,/
CCCCOc1ccc(S(=O)(=O)NC(=O)C2(C)CCN2C(=O)c2c(C)noc2C)cc1 (stereo unspecified),21,-20,/,-3,-4,-11,-24,5,1,2,/
O=C(CN(c1ccccc1)S(=O)(=O)c1ccc(F)cc1)NC1CCCCCC1,-16,11,1,-16,/,-4,-15,9,6,6,0
CCc1ccccc1Nc1nc(N)nc(COC(=O)C2=COCCO2)n1,17,-19,5,-18,-5,-2,-34,-44,-4,-8,-19
CC(C)N(C(=O)c1ccccc1-c1ccccc1)C(C)C,9,-6,0,9,-4,-3,-10,10,-2,25,15
CCC(Oc1ccccc1OC)C(=O)Nc1ccc2c(c1)OCCO2 (stereo unspecified),-2,9,-2,-6,-4,-7,-8,7,-3,21,4
O=C(Nc1cc2c3c(c1)CC(=O)N3CCC2)c1ccccc1F,2,-11,1,12,-5,1,-1,-98,-2,-73,-11
Cc1ccccc1N1CCN(C(=O)C2CCCCC2)CC1,-4,16,1,4,-2,4,-2,10,-5,2,-1
Cc1cc(=O)oc2c1ccc1oc(/C(=N/O)c3ccccc3)c(C)c12,12,8,-1,10,-8,-4,10,-17,1,19,-9
CCN(CC(=O)NCc1ccc(Cl)cc1)S(=O)(=O)c1ccc(NC(C)=O)cc1,9,-9,-1,/,-5,-6,-3,20,1,6,-1
O=C(NCc1cccnc1)C1CCN(C(=O)c2ccc(Cl)cc2Cl)CC1,7,4,1,22,-4,4,3,12,-13,21,1
O=C(CCCCCn1c(=S)[nH]c2ccc(N3CCOCC3)cc2c1=O)NCc1ccccc1Cl,-6,11,-2,-7,-3,+,6,27,0,10,19
O=c1c(Cc2ccccc2)c(O)c2cccc3c4c(n1c23)CCCC4,15,-20,2,3,3,-2,-1,14,-2,15,7
COc1ccc(-c2cc3ccccc3n2CC(O)CN2CCC(C)CC2)cc1 (stereo unspecified),-6,14,-1,-20,-2,1,16,-20,/,-6,0
Cc1ccc(S(=O)(=O)NC2CCCCCCC2)cc1,2,4,3,13,-4,-8,-30,2,2,19,2
COc1ccc(C2(C)NC(=O)N(CC(=O)Nc3ccc(Br)cc3F)C2=O)cc1OC (stereo unspecified),-9,23,4,10,-7,1,-17,9,4,19,0
COc1ccc(C2CC(c3cccs3)=NN2C(=O)c2ccc(Br)o2)cc1 (stereo unspecified),8,-5,0,-11,-19,-5,-8,-66,0,-18,-2
CCOC(=O)C1=C(COC(=O)c2sccc2C)NC(=O)NC1C (stereo unspecified),3,7,4,-1,-6,15,-12,3,7,8,7
CCCCN(C(=O)COc1ccc(NC(C)=O)cc1)C1CCS(=O)(=O)C1 (stereo unspecified),13,-9,-4,3,-7,-1,3,14,-2,-7,-4
CCCCN(C=O)c1c(CC)nc2c(OCc3ccc(Cl)cc3Cl)cccn12,0,-24,/,27,-3,-5,10,-15,-6,7,/
O=C(CSc1ccccc1)Nc1ccc(N2CCN(c3ccccc3)CC2)c(F)c1,-7,8,-2,10,-5,23,-21,4,-9,20,7
Cc1ccc(C)n1NC(=O)c1ccc(O)cc1,11,-4,-3,-15,-5,-8,-17,-5,-1,15,-3
O=C(CSc1nc2ccccc2s1)NCC1CCCO1 (stereo unspecified),-16,-1,1,-8,/,3,6,-54,6,-44,-15
CN(C)c1ccc(C(=O)OCC(=O)c2cccs2)cc1,3,-9,1,-83,/,5,-190,-184,9,-232,-28
CCOC(=O)N1CCN(C(=O)CSCC(=O)Nc2nc(-c3ccccc3)cs2)CC1,3,11,5,-4,-5,-1,-19,-167,2,-51,-1
Cc1nn(C(C)C(=O)NCc2ccccc2)c(C)c1[N+](=O)[O-] (stereo unspecified),-6,-2,1,0,-7,0,13,12,0,4,-1
CCCOC1CCCN(C(=O)CCCn2nnnc2CN2CCOCC2)C1 (stereo unspecified),8,-5,-5,0,-6,1,5,-4,0,18,1
CSCC[C@H](N)C(=O)NC[C@H]1O[C@@H](n2cnc3c(N)ncnc32)[C@H](O)[C@@H]1O,-6,-6,/,-7,-8,/,-4,11,1,5,-8
Cc1cccc(C)c1NC(=O)CNC(=O)Cc1ccccc1[N+](=O)[O-],-1,8,-2,14,-2,14,3,2,0,11,-1
CSCC[C@H](NC(=O)CCn1nnc2ccccc2c1=O)C(=O)O,-17,2,3,-12,-5,-5,3,15,0,16,5
N#Cc1ccccc1Cn1c(=O)n(-c2ccc(CC(=O)NCc3ccco3)cc2)c(=O)c2sccc21,-10,-3,1,3,-5,-9,-7,6,2,-8,-7
CCOC(=O)C1CCN(C(=O)c2sccc2Cl)CC1,0,-2,12,8,-4,7,1,9,0,7,0
CC(=O)c1cnc2cc(-c3ccc(Cl)cc3)nn2c1C,-6,-5,2,-42,/,-1,-64,-288,5,-210,-52
Cc1nn(CC(=O)NC2CC2)c(C)c1S(=O)(=O)N(C)C,11,-8,/,-7,-4,11,-7,12,7,8,/
Cc1cc(C)n2nc(SC(C)C(=O)NC3CCCCC3C)nc2n1 (stereo unspecified),4,-12,-6,8,-6,-4,-6,3,-4,17,1
CCOC(=O)c1ccc(CSc2ncn[nH]2)o1,-4,-3,1,-17,-6,-8,22,-2,-2,11,9
Cc1ccc(NC(=O)CSc2ncc3ccccn23)cc1C,2,-6,1,-39,-5,-3,-45,-182,-4,-164,-55
COc1ccc(S(=O)(=O)N2CCc3ccccc32)cc1C(=O)NCC(c1ccco1)N1CCCC1 (stereo unspecified),-4,0,/,11,-6,4,-7,7,-10,35,-1
Cc1cc(S(=O)(=O)N2CCOCC2)ccc1OCC(=O)N1CCCC1,2,14,3,-5,-4,65*,-6,9,0,8,-6
Cc1csc(NC(=O)Cc2ccccc2[N+](=O)[O-])n1,-13,5,-2,-10,-2,0,-27,-12,-3,-3,9
NC(=O)c1ccc(-n2nnnc2SCC(=O)NC2CCCCC2)cc1,-1,0,1,-13,-3,-8,-35,11,-3,8,4
Cn1cc(Br)c(-c2cccc(N3C(=O)CCCC3=O)c2)n1,-15,12,6,-10,-20,-10,25,17,-2,2,1
O=C(Nc1ccc(N2CCOCC2)cc1)c1csc([C@@H]2C[C@H](O)[C@@H](CO)O2)n1,17,-10,/,-22,-5,4,5,-78,-5,-34,/
FC(F)(F)c1nc(N2CCN(c3ccccc3)CC2)nc2c1CCCCC2,0,3,2,9,-4,0,-23,-2,5,11,3
O=[N+]([O-])c1ccc2nc(SCc3cn4cc(Cl)ccc4n3)[nH]c2c1,-2,-13,-2,0,-4,0,-13,-25,-2,-9,-2

# 6 neighbouring records already listed, for reference:
SMILES,KKLEB cytotox,CF NFkB block,NR2E3 ag-1,Shn3 inh set2,CaV13 FRET inh,Vif inh,NR2E3 ag-2,HIF-2a block,PDI inh,Peg3 promoter,MITF TRPM1 inh
N#Cc1ccccc1Cn1c(=O)n(-c2ccc(CC(=O)NCc3ccco3)cc2)c(=O)c2sccc21,-10,-3,1,3,-5,-9,-7,6,2,-8,-7
CCOC(=O)C1CCN(C(=O)c2sccc2Cl)CC1,0,-2,12,8,-4,7,1,9,0,7,0
CC(=O)c1cnc2cc(-c3ccc(Cl)cc3)nn2c1C,-6,-5,2,-42,/,-1,-64,-288,5,-210,-52
Cc1nn(CC(=O)NC2CC2)c(C)c1S(=O)(=O)N(C)C,11,-8,/,-7,-4,11,-7,12,7,8,/
Cc1cc(C)n2nc(SC(C)C(=O)NC3CCCCC3C)nc2n1 (stereo unspecified),4,-12,-6,8,-6,-4,-6,3,-4,17,1
CCOC(=O)c1ccc(CSc2ncn[nH]2)o1,-4,-3,1,-17,-6,-8,22,-2,-2,11,9

# Remaining list, next part.
SMILES,KKLEB cytotox,CF NFkB block,NR2E3 ag-1,Shn3 inh set2,CaV13 FRET inh,Vif inh,NR2E3 ag-2,HIF-2a block,PDI inh,Peg3 promoter,MITF TRPM1 inh
Cc1ccc(CN2CCC(C(=O)Nc3ccc(Oc4cccnc4)cc3)CC2)cc1,13,-17,/,19,1,-3,15,16,0,4,3
CCCCOc1ccc(C(=O)N2CCN(c3ncccn3)CC2)cc1,1,-20,2,19,-1,-3,-1,9,-10,2,-16
Cc1nc(NC(=O)CSc2nccn2C)sc1C(=O)N(C)C,20,-12,-2,-23,/,-4,-40,-67,-1,-31,-19
COc1cc(C(=O)Oc2ccccc2N)cc(OC)c1OC,6,-15,0,11,-6,14,-10,-27,-12,-15,1
O=C1N(Cc2ccccc2)CC2(Br)COCOC12O (stereo unspecified),1,6,/,-11,-10,-2,-5,4,6,9,-3
Cc1c(NS(=O)(=O)c2ccc(N3CCN(C)CC3)c([N+](=O)[O-])c2)c(=O)n(-c2ccccc2)n1C,3,-4,-6,-3,-6,5,4,17,-5,16,1
CC1CC(C)CN(C(=O)CSc2nnc(-c3ccc(Cl)s3)o2)C1 (stereo unspecified),1,34,5,8,-11,0,-4,-19,/,-11,-7
Cc1cc(F)ccc1S(=O)(=O)Nc1ncnc2scc(-c3ccc(F)cc3)c12,7,33,6,1,-5,-15,-19,27,-3,18,19
COc1ccc(COC(=O)Nc2cc3c(C(F)(F)F)nn(C)c3s2)cc1,4,16,4,-7,0,-13,3,11,-1,-2,-10
O=C(c1ccc(NC2=NC3CS(=O)(=O)CC3S2)cc1)N1CCN(c2ccccc2F)CC1 (stereo unspecified),-34,16,6,-7,-8,7,-18,10,/,7,/
O=C(NCN1C(=O)C2C3C=CC(C3)C2C1=O)Nc1ccccn1 (stereo unspecified),9,-4,1,-8,-7,13,-4,4,4,13,-12
O=C(CN1C(=O)NC(c2ccccc2)(c2ccccc2)C1=O)NCc1cccs1,23,-6,-1,1,-2,-13,-15,15,-4,-2,4
Cc1cc(/C=N/N2CCN(C)CC2)c(C)n1-c1ccc(Cl)cc1,2,7,1,-8,-2,-5,-9,8,19,-8,-1
CCCCSc1nc2c(c(=O)n1CC)SC(C)C2 (stereo unspecified),4,-7,5,20,4,1,11,-1,/,-3,/
COc1ccccc1[C@@H]1C(c2cccc(Cl)c2)=NN(c2ccc(Br)cc2)[C@H]1C(=O)N1CCOC1=O,-2,12,1,4,-4,0,-12,0,10,-3,15
Clc1ccc2c(c1)C(C1=NCCN1)c1ccccc1CS2 (stereo unspecified),-12,21,0,21,-2,-3,-47,8,7,14,10
O=C(Nc1cc([N+](=O)[O-])ccc1O)c1cccc(C(=O)Nc2cc([N+](=O)[O-])ccc2O)c1,0,-6,3,1,5,-11,-20,23,6,22,2

# High-throughput results as filed in PubChem BioAssay.
